BL2 CD40 inh: CD40 pathway inhibition in BL2 cells. BL2 NF-kB luciferase reporter, CD40L-induced, 4 h. inhibition, % at 10 µM. hit rate 0.94% among 83,000. AID 1053188;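 active = mean inhibition of at least 50% with a set share of replicates also reaching that level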;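 note: 0% = neutral control wells and 100% = IKK inhibitor VII at 50 µM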
An asterisk follows results filed as active; [ ] = dose if it differs, or a comment. This is a subset, so the mix of outcomes need not match the whole.

SMILES | BL2 CD40 inh
O=C(NCc1csc2ccc(Cl)cc12)Nc1ccccc1 | -4
C[C@H](CO)N1C[C@H](C)[C@H](CN(C)C(=O)CN2CCOCC2)Oc2ncc(-c3ccncc3)cc2C1=O | -20[25 µM]
CCc1nc(C#N)c(N2CCCCC2)o1 | 24
Cc1cc(C)n2nc(C)c(Br)c2n1 | 9
O=C(O)C1C2CCC1C(O)C2 (stereo not drawn) | 12
Cc1[nH]c2ccccc2c1NC(=O)CN1CCN(Cc2ccc3c(c2)OCO3)CC1 | -1
O=C(CCC1CCCC1)Nc1cc(C(F)(F)F)ccc1N1CCOCC1 | 7
CO[C@@H](CN(C)S(=O)(=O)c1cccc(Cl)c1)[C@H](C)CN(C(=O)Nc1ccccc1F)[C@@H](C)CO | -4[25 µM]
C[C@H]1CCCCO[C@@H](CN(C)S(=O)(=O)c2ccc(F)cc2)[C@@H](C)CN([C@@H](C)CO)C(=O)c2cc(NS(=O)(=O)c3ccc(Cl)cc3)ccc2O1 | 8
CCCCN1CC(Br)C(=O)NC1=O (stereo not drawn) | 5
CN(C)CC(=O)N[C@H]1CC[C@H](CCn2cc(CN(C)C)nn2)O[C@H]1CO | 2
COc1ccc(C(=O)NCC(c2ccccc2)c2ccccc2)cc1S(=O)(=O)N1CCOCC1 | 6
Cn1nnnc1SCC(=O)NC1CCCc2ccccc21 (stereo not drawn) | 6
C[C@H]1CN([C@@H](C)CO)S(=O)(=O)c2ccc(C#CCN(C)C)cc2O[C@H]1CN(C)C(=O)CN(C)C | -3[25 µM]
Cn1cccc1C(=O)N1CCN(S(=O)(=O)c2ccccc2)CC1 | 6
C/C(=N\OCC(=O)OCC(=O)N(C)c1ccccc1)c1ccc2c(c1)OCO2 | 1
CC(=O)c1ccc(N2C(=O)NC3(CCCCC3)C2=O)cc1 | -13
N#C[C@H]1[C@@H](c2ccc(-c3ccncc3)cc2)[C@@H](CO)N1C(=O)C1CC1 | 3
CCN1CCN(C(=O)c2nn(C)c3c2CS(=O)(=O)c2ccccc2-3)CC1 | -1
C/C=C/c1ccc([C@H]2[C@@H](CO)N(C(=O)C3CC3)[C@@H]2CNC(=O)NC(C)C)cc1 | -1[25 µM]
C/C(=N\NC(=O)C1CC1)c1ccc2c(c1)OCCO2 | -8
COc1ccc(OC)c(S(=O)(=O)Nc2ccc3oc4c(c3c2)C(=O)CCC4)c1 | 17
Cc1nn(-c2ccccc2)c(C)c1NC(=O)COC(=O)/C=C/c1ccccc1 | 10
COc1ccc(C(C)=O)cc1CSc1ncccn1 | -2
CCCn1c(CCC(=O)O)nc2cc(S(=O)(=O)N(CC)CC)ccc21 | 8
O=C(O)c1cccnc1C(=O)N1CCc2c([nH]c3ccccc23)C1C(F)(F)F (stereo not drawn) | -3
CCOc1ccc(C(=O)COC(=O)C2CCN(c3ccc(C(F)(F)F)cn3)CC2)cc1 | 6
CC(C(=O)NCCCn1ccnc1)(c1ccccc1)c1ccccc1 | 11
Cc1cccc(NC(=O)c2ccc(NS(=O)(=O)c3c(C)noc3C)cc2)c1 | 0
O=C(O)c1ccc2c(c1)ncn2C1CCCC1 | -53
O=C(c1cc(C2CC2)nn1-c1ccccc1)N1CCN(S(=O)(=O)c2ccccc2)CC1 | 9
COC(=O)c1cc(=O)c2ccc(OC)cc2o1 | -4
N#C[C@@H]1[C@@H](c2ccc(C3=CCCCC3)cc2)[C@@H](CO)N1C(=O)c1ccccn1 | -7
O=C(COc1ccc([N+](=O)[O-])cc1)Nc1ccc(C(=O)Nc2ccccc2C(=O)O)cc1 | 24
Cn1c(SCC(N)=O)nnc1-c1cnccn1 | 7
CC(NC(=O)c1ccccc1SCC(=O)N1CCCC1)c1ccccc1 (stereo not drawn) | -1
CCCCN(C(=O)CSc1nnc(-c2ccccc2)o1)c1c(N)n(CCC)c(=O)[nH]c1=O | -1
O=C(c1cccnc1)N1C[C@@H]2[C@H](c3ccccc31)[C@H](CO)N2CC1CCCCC1 | 3[25 µM]
COCCNC(=O)CN(Cc1ccc(Cl)cc1)S(C)(=O)=O | 7
CCS(=O)(=O)N1CCN(C2Cc3ccccc3C2)CC1 | 15

Looked up one by one from the list above (two):
SMILES | BL2 CD40 inh
CCCCN(C(=O)CSc1nnc(-c2ccccc2)o1)c1c(N)n(CCC)c(=O)[nH]c1=O | -1
O=C(COc1ccc([N+](=O)[O-])cc1)Nc1ccc(C(=O)Nc2ccccc2C(=O)O)cc1 | 24

Ordered by SMILES length (largest number first): part of the list above
SMILES | BL2 CD40 inh
N#C[C@@H]1[C@@H](c2ccc(C3=CCCCC3)cc2)[C@@H](CO)N1C(=O)c1ccccn1 | -7
O=C(c1cc(C2CC2)nn1-c1ccccc1)N1CCN(S(=O)(=O)c2ccccc2)CC1 | 9
COCCNC(=O)CN(Cc1ccc(Cl)cc1)S(C)(=O)=O | 7
COC(=O)c1cc(=O)c2ccc(OC)cc2o1 | -4

(continued)
SMILES | BL2 CD40 inh
CC(C)C(=O)N1CCC1(C)C(=O)Nc1nc2ccccc2[nH]1 (stereo not drawn) | -4
COc1ccc(C2(C)C(C#N)C(=O)NC(=O)C2C#N)cc1 (stereo not drawn) | 12
Cc1ccc(S(=O)(=O)N2C[C@@H]3N[C@H](C2)C3c2ccc(-c3ccc(C(=O)N(C)C)cc3)cc2)cc1 (stereo partly drawn) | -4[25 µM]
Cc1ccc(S(=O)(=O)Nc2ccc3c(c2)CC(=O)N([C@H](C)CO)C[C@H](C)[C@@H](CN(C)S(=O)(=O)c2ccccc2)O3)cc1 | 5[25 µM]
COCC1CCCN(Cc2nc(C(c3ccccc3)c3ccccc3)no2)C1 (stereo not drawn) | 8
O=C(C[C@H]1CC[C@@H](NC(=O)C2CCOCC2)[C@H](CO)O1)NCC1CCCCC1 | -7[25 µM]
COc1cc(OC)cc(C(=O)Nc2ccc(C(=O)Nc3ccccc3OC)cc2)c1 | 6
CCOCC(=O)Nc1cccc(Br)c1 | 1
COC(=O)c1ccc(C)c(NC(=O)Cn2c(C)csc2=O)c1 | 8
COCC#Cc1ccc([C@H]2[C@@H](CO)N3CCCCN(S(=O)(=O)c4ccccc4F)C[C@@H]23)cc1 | -3[25 µM]
COc1ccc(CC(=O)Nc2ccccc2NC(=O)Cc2ccc(OC)cc2)cc1 | 4
Cc1nc(N2[C@H](CO)[C@H](c3ccccc3)[C@H]2CNCC2CCCC2)sc1C | 19
CC(=O)N1CCN(C(=O)c2cccc(S(=O)(=O)NCc3ccccc3)c2)CC1 | 9
COc1ccc2c3c(n(C)c2c1)[C@H](CO)N(C(=O)Nc1cccc(F)c1)CC31CN(Cc2nccs2)C1 | 15[25 µM]
COc1cccc(S(=O)(=O)N(C)C[C@@H]2OCc3ccccc3-c3ccccc3C(=O)N([C@H](C)CO)C[C@@H]2C)c1 | -2[25 µM]
Cc1[nH]c2ccccc2c1/C=N/NS(=O)(=O)c1ccccc1 | -1
O=C(CCNS(=O)(=O)c1ccccc1Cl)OCc1nnc(-c2ccccc2Cl)o1 | -2
CCC(=O)N1C[C@H](C)[C@H](OC)CN(C)C(=O)c2ccc(NC(=O)CC(F)(F)F)cc2OC[C@H]1C | -14[25 µM]
Cc1ccc(NC(=O)C2CCCC2)cc1S(=O)(=O)N1CCOCC1 | 7
COCCNC(=O)c1cc2ncc(Br)cn2n1 | -8
O=C(COC(=O)c1ccccc1)c1ccc(S(=O)(=O)N2CCCCC2)cc1 | 5
O=C(CCNC(=O)c1ccc(Br)cc1)NCC1CCCO1 (stereo not drawn) | 0
COc1ccc(-n2ncc(C(C)NS(=O)(=O)c3cccs3)c2C)cc1 (stereo not drawn) | 5
CCCc1cc(=O)[nH]c(SCC(=O)Nc2ccc(C)cc2)n1 | 4
c1ccc(CN2CC[C@@H](Nc3nccn4ccnc34)C2)cc1 | 0
Cc1ccc(S(=O)(=O)NCCC(=O)NCCc2ccccc2)cc1 | -13
N#Cc1cccc(C(=O)Nc2ccccc2C(=O)NC2CC2)c1 | 24
O=C(CN1C(=O)NC(CCc2ccccc2)C1=O)Nc1ccccc1C(F)(F)F (stereo not drawn) | 18
O=C(Nc1c(C(=O)N2CCCC2)cnn1-c1ccccc1)c1cccc(F)c1 | -1
Cc1nc(NC(=O)CCC(=O)O)sc1C(=O)N(C)C | 8

A different layout for some results above.
Cc1nn(-c2ccccc2)c(C)c1NC(=O)COC(=O)/C=C/c1ccccc1
  BL2 CD40 inh = 10
COc1ccc(C(C)=O)cc1CSc1ncccn1
  BL2 CD40 inh = -2
CCCn1c(CCC(=O)O)nc2cc(S(=O)(=O)N(CC)CC)ccc21
  BL2 CD40 inh = 8
O=C(O)c1cccnc1C(=O)N1CCc2c([nH]c3ccccc23)C1C(F)(F)F (stereo not drawn)
  BL2 CD40 inh = -3

(further entries)
SMILES | BL2 CD40 inh
O=C(C[C@H]1CC[C@@H]2[C@H](COC[C@H](O)CN2Cc2nccs2)O1)NCc1ccccc1Cl | 8[25 µM]
CN(Cc1cccnc1)C(=O)CC1C(=O)NCCN1CC(c1ccccc1)c1ccccc1 (stereo not drawn) | 18
C[C@@H]1CN(C)C(=O)c2cccc(N)c2O[C@H]1CN(C)S(C)(=O)=O | 3
Cn1nc(-c2ccccc2)cc1NC(=O)Nc1ccccc1F | -37
Cc1ccc(Sc2ccc(C(=O)N(C)C)cc2[N+](=O)[O-])cc1 | 5
O=C(O)CCCCC1SCC2NC(=O)NC21 (stereo not drawn) | 4
Nc1ccc(S(=O)(=O)c2ccc(N)nc2)cc1 | -5
CCS(=O)(=O)N1CCc2nc(-c3ccccc3)sc2C1 | -44
Clc1ccc(-c2nnc(SCc3nc4ccccc4s3)o2)cc1 | -68
Cc1c(C(=O)N2CCOCC2)oc2ccccc12 | 2
NC(CO)C(=O)NNCc1ccc(O)c(O)c1O (stereo not drawn) | 10
O=C(Nc1cccc2ncccc12)c1cc2ccccc2o1 | -10
Cc1noc(C)c1S(=O)(=O)N(C)C[C@@H]1Oc2ccc(NS(=O)(=O)c3ccc(Cl)cc3)cc2CC(=O)N([C@H](C)CO)C[C@H]1C | -5
COc1ccccc1NC(=O)CCn1c(=O)sc2ccccc21 | 2
COC(=O)COc1c(Cl)cc(Cl)c2ccc(C)nc12 | 11
CC1CCN(c2nc3c(cc2C#N)COC(C)(C)C3)CC1 | 8
CCOC(=O)C1CCCN(S(=O)(=O)c2cccc3cccnc23)C1 (stereo not drawn) | 7
COc1ccccc1S(=O)(=O)N[C@@H]1C=C[C@H](CC(=O)N2CCOCC2)O[C@H]1CO | 1[25 µM]
Cc1cc(C(=O)OCC(=O)NCc2ccco2)c(C)o1 | 2
COCCNC(=O)CN1CCCCCC1 | 3
Cc1ccc(S(=O)(=O)Nc2cccc(C(=O)NCC(c3ccco3)N3CCCCC3)c2)cc1F (stereo not drawn) | 3
CSc1nnc(-c2sccc2-n2cccc2)o1 | -4
Cc1nonc1NCn1nnc2ccccc21 | 12
COc1ccc(CC(NC(C)=O)C(=O)NC2CCN(C(=O)NCc3ccccc3)CC2)cc1OC (stereo not drawn) | 0
Cc1cc(C)c(C)c(S(=O)(=O)N2CCC(C(=O)NNC(=O)c3ccccc3O)CC2)c1C | 3
COc1ccc(NC(=O)N2CC(=O)N3[C@@H](CO)[C@H](c4ccc(Br)cc4)[C@@H]3C2)cc1 | -10[25 µM]
O=C(c1ccco1)N1CCN(CCOCCOc2cccc3ccccc23)CC1 | 1
O=C1Nc2ccccc2Nc2ccccc21 | -1
O=C(C[C@@H]1C=C[C@@H](NC(=O)c2ccc3c(c2)OCO3)[C@@H](CO)O1)NC1Cc2ccccc2C1 | -17[25 µM]
CNC[C@H]1OCCCC[C@@H](C)Oc2ccc(NC(=O)Nc3ccc(OC)cc3)cc2C(=O)N([C@@H](C)CO)C[C@@H]1C | -6[25 µM]
Cc1cc(N2CCCCC2)nc(N2CCOCC2)n1 | 2
CCCn1c(CCC(=O)O)nc2cc(S(N)(=O)=O)ccc21 | 2
Cc1ccc(Cn2ncc3c(N4CCOCC4)ncnc32)cc1 | 9
Cc1cc(C)n(CC(=O)O)n1 | 12
CN1C(=O)c2cc(NS(=O)(=O)c3cccc(F)c3)ccc2OC[C@@H]2O[C@H](CC(=O)N3CCc4ccccc4C3)CC[C@@H]21 | 11[25 µM]
COc1ccc(C2=CCCC2)c(OC)c1 | -2
CC(C)CCN(C(=S)NC(=O)C1CCCCC1)c1c(N)n(Cc2ccccc2)c(=O)[nH]c1=O | -1
COc1ccccc1C(=O)NCC(=O)Nc1ccc2c(c1)OCO2 | 2
O=C(CN1CCN(c2ccccn2)CC1)Nc1ccc(OCc2ccccc2)cc1 | -7
COc1ccccc1C(=O)NCCC(=O)N1CCN(c2ccccc2O)CC1 | 9
CCCC(=O)OCC(=O)c1[nH]c(C)c(C(C)=O)c1C | -43
O=C(NCCc1c[nH]c2ccccc12)c1cnccn1 | -23
Cc1nc(CCNC(=O)c2ccccc2)cs1 | -13
O=C(Nc1ccccc1C(=O)N1CCOCC1)c1cccc(S(=O)(=O)N2CCCC2)c1 | 4
O=C(CNC(=O)c1ccc(Br)o1)NC12CC3CC(CC(C3)C1)C2 | -16
c1ccc(C(c2ccccn2)c2ccccn2)cc1 | 22
O=C(C[C@@H]1C[C@@H]2c3cc(NC(=O)Nc4ccccc4)ccc3O[C@@H]2[C@H](CO)O1)NCCN1CCCCC1 | -9[25 µM]
Cn1nnc2cc(C(=O)N3CCC(c4ccccc4)C3)ccc21 (stereo not drawn) | -44
Nc1nnnn1/N=C/c1ccccn1 | 7
Cc1ccc(Oc2ccccc2NC(=O)CN2C(=O)NC3(CCCC3)C2=O)cc1 | 5
Cc1ccc(-c2cc3nc(NCCOc4ccccc4Cl)n(C)c(=O)c3s2)cc1 | -7
Cc1ccc(N2C(=O)N(CC(=O)Nc3cccc(Cl)c3)C(=O)C2C)cc1 (stereo not drawn) | -25

Screens: PubChem, Broad Institute
